Chronic BCR inh = chronic active BCR signaling inhibition; ABC-DLBCL IkBa-CBG/CBR reporter, luminescence ratio, 4 h; Potency, µM (top dose mostly 46.1 µM), without a hit: at the top dose ratio change, negative = lower green/red ratio, hits mostly inhibitors; 340,000 tested, 0.05% active; AID 493014; active means well fitted inhibition curve with a large enough effect in the signal ratio, with a control signal flat, not every such curve was filed as active; inconclusive means small, poorly fitted or top-dose-only effect, or effect the other way, or a change in a side signal; the % refers to the signal ratio;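 further: potency means the concentration at half of the fitted maximal effect; plate controls were basal doxycycline-induced cells for no effect and cells given 10 µM MG132 for full effect; MG132 reads +100%, hits lower the ratio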
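Cell line TMD8 (human ABC DLBCL), stably expressing tet-inducible CBG68-IkBa fusion and CBR; IMDM/0.5% FBS; cpd up to 46 uM; dox induction, 4 h, 37C/5% CO2; dual luminescence; green/red ratio; MG132 control.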
TSHR antag = antagonists of human thyroid stimulating hormone receptor; AID 504810; P16473; 330,000 tested, 0.2% active; activity change, negative = inhibition, % at 11.5 µM; TSHR-expressing cells, TSH-stimulated cAMP HTRF, 2 h; stronger effect = lower value;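 active means activity change below a set negative limit, meaning inhibition stronger than a set level, cut at about -70% in these data; inconclusive means activity change between two set negative limits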; further: on the % scale 0 is the no-effect control and ±100 the full control effect
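Freshly harvested TSHR cells receive pin-tooled compound, then EC80 TSH at 4nM final. After 2 hours at 37 deg C, antibody in lysis buffer and cAMP-d2 are added; 30 minutes at ambient temperature precede the HTRF read.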
USP2a inh = inhibitors of human ubiquitin-specific protease USP2a. 330,000 tested, 0.01% active. AID 463254. Potency, µM (top dose mostly 38.3 µM), for the others: at the highest dose activity change, negative = inhibition, usual class: inhibitors. O75604. USP2 core, Ub-CHOP2 coupled fluorogenic reporter, 485/531;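 further: potency means the concentration at half of the fitted maximal effect; plate controls were DMSO wells for no effect and full inhibition by NEM control for full effect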
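Deubiquitinase activity read as fluorescence (485/531 nm) after Ub-CHOP2 cleavage activates the enterokinase reporter on its substrate; USP2 core 10nM, Ub-CHOP2 and substrate 25nM each, 30min compound preincubation then 60min RT; data normalized to NEM, curves fitted.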
Eya2 inh = inhibitors of human Eya2 phosphatase activity. O00167. recombinant Eya2, OMFP fluorescence dephosphorylation (OMFP is methylfluorescein phosphate). Potency, µM (doses to about 76.9 µM), for inactives: top-dose activity, negative = inhibition, most hits filed as inhibitors. 330,000 tested, 0.006% active; further: potency means the concentration at half of the fitted maximal effect; on the % scale 0 is the no-effect control and ±100 the full control effect
Target sequence (O00167 whole entry, looked up): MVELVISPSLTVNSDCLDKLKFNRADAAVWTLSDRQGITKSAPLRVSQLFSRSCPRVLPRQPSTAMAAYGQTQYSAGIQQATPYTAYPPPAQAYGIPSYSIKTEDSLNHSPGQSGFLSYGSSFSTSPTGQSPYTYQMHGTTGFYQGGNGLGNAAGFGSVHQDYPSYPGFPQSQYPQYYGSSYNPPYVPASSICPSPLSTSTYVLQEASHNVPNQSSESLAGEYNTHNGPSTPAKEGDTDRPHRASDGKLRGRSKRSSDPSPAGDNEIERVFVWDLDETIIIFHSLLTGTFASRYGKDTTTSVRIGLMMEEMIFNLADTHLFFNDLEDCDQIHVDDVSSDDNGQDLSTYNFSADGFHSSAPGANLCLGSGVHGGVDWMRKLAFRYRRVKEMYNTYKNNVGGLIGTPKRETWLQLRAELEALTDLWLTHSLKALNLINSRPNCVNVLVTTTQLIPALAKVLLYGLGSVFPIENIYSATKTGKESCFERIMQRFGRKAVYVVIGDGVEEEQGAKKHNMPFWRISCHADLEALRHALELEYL
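Eya2 (0.2 uM) preincubated 10 min at ambient with compound, then OMFP substrate added at 50 uM; 10 min reaction in 50 mM HEPES pH 7.5, 50 mM NaCl, 5 uM MgCl2, 0.05% BSA, 1 mM DTT. Fluorescence read at Ex 485/Em 525 nm.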
uPA surface inh = cell surface uPA generation inhibition; cell surface uPA generation assay, qHTS; Potency, µM (doses to about 38.3 µM), inactives show at the top dose activity change, negative = inhibition, usual class: inhibitors; 330,000 tested, 0.31% active; active means well fitted inhibition curve with a large enough effect; inconclusive means small, poorly fitted or top-dose-only effect; inactive means no such curve, though single readings can be large or run the other way; tested in mouse RAW 264.7 cells; further: potency means the concentration at half of the fitted maximal effect; on the % scale 0 is the no-effect control and ±100 the full control effect; nearly all actives have a fitted effect of over 55% in size
PTAP TSG101 blk = blocks PTAP/TSG101 interaction to inhibit HIV-1 budding. 340,000 tested, under 10 active. Fluorescence polarization, FITC-PTAP peptide / Tsg101 binding. Potency, µM (series often up to 115 µM), inactives show top-dose activity change, negative = inhibition, usual class: inhibitors. Q99816; active means well fitted inhibition curve with a large enough effect in the main read-out, with a control signal flat, not every such curve was filed as active; inconclusive means small, poorly fitted or top-dose-only effect, or effect the other way, or a change in a side signal; inactive means no such curve, though single readings can be large or run the other way; further: potency means the concentration at half of the fitted maximal effect; % of control where 0% means no effect
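FP read-out: FITC-PTAP peptide, 50 nM final, binding Tsg101 binding domain, 10 uM final; 20 min, r.t.; 10 mM HEPES pH 7.5, 0.15 M NaCl, 0.01% Tween 20, 3 mM EDTA, 0.1 mM TCEP.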
TCR act = activators of T cell receptors. primary human leukocytes, anti-CD3, IL-2 HTRF, 48 h. Potency, µM (doses to about 9.22 µM), for inactives: at the highest dose activation of IL-2 secretion, actives largely listed as activators. 330,000 tested, under 10 active. AID 504894; further: % of control where 0% means no effect
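TCR engagement came from a-CD3 beads alone, with compounds added to primary human leukocytes for 48 hr. Secreted IL-2 bridged europium cryptate- and d2-labelled anti-IL-2 antibodies, giving FRET emission at 665nm after 320nm excitation.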
Tb PFK inh = T. brucei PFK enzyme inhibition | O15648 | T. brucei PFK, ADP-Glo luminescence | Potency, µM (doses to about 57.5 µM), for the others: at the top dose activity, negative = inhibition, usual class: inhibitors | 330,000 tested, 0.17% active | AID 485367;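 further: potency means the concentration at half of the fitted maximal effect; 0% = uninhibited 1x PFK enzyme wells and -100% = no-enzyme wells; nearly all actives have a fitted effect of over 60% in size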
Target sequence (O15648 whole entry, looked up): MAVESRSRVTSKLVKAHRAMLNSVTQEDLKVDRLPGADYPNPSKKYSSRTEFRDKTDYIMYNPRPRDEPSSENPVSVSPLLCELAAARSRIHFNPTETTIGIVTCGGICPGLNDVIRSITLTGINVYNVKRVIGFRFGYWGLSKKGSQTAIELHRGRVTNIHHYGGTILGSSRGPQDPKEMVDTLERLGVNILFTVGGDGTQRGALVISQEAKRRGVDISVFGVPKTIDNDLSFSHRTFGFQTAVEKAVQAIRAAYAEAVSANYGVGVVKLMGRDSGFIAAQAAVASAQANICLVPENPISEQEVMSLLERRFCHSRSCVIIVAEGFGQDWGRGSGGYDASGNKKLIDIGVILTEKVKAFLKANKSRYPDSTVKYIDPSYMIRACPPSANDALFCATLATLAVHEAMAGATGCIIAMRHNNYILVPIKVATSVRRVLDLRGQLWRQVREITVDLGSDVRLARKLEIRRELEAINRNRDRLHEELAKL
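In TEA buffer at pH 8.0 with 5 mM MgCl2, enzyme (1.25 nM) converted F6P (0.5 mM) and ATP (0.1 mM) for 45 min at room temperature. ADP product was read by luciferase luminescence.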
B2AR arrestin = beta2AR (human) beta-arrestin recruitment activity; beta-arrestin recruitment to beta2AR, cell-based reporter; Potency, µM (top dose mostly 46.1 µM), without a hit: top-dose activation, most hits filed as activators; 330,000 tested, 0.02% active; AID 492947;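 further: potency means the concentration at half of the fitted maximal effect; 0% = DMSO controls and full agonism = EC100 isoproterenol or metaproterenol; nearly all actives have a fitted effect of over 65% in size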
Mito fusion act = inhibitors of mitochondrial division or activators of mitochondrial fusion; S. cerevisiae fusion-defective mutant growth rescue, CellTiterGlo 48 h; Potency, µM (top dose mostly 46.1 µM), without a hit: top-dose growth rescue (activation), most hits filed as activators; 320,000 tested, 0.23% active;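 further: potency means the concentration at half of the fitted maximal effect; % of control where 0% means no effect; nearly all actives have a fitted effect of over 45% in size; temperature-sensitive fusion mutants such as fzo1-1 at 37 °C on non-fermentable ethanol glycerol medium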
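Read-out: ATP-based luminescence (CellTiterGlo, 10 min ambient) reporting growth of fusion-defective ts yeast after 48 hours at 37C on glycerol/ethanol YPEG medium in the presence of compound.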
ELG1 repair inh = blocks ELG1-dependent DNA repair in HEK293T cells; 330,000 tested, 2.3% active; HEK293T ELG1-luciferase reporter, luminescence, 16 h; DNA damage induced by 5-fluorouridine; Potency, µM (doses to about 46.1 µM), for the others: top-dose activity change, negative = inhibition, hits mostly inhibitors; further: potency means the concentration at half of the fitted maximal effect; on the % scale 0 is the no-effect control and ±100 the full control effect; nearly all actives have a fitted effect of over 55% in size
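5-Fluorouridine DNA damage + compound/DMSO, 2,000 cells/well, 16 h, 37 °C/5% CO2. ONE-Glo, 30 min RT, luminescence. Readout = decrease in reporter signal.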
* hit, by the source's call; u = inconclusive; x = not tested or not shown; [ ] = remark or other dose. Unless noted, the call rests on the fitted dose curve; in most records, active means well fitted curve in the direction sought with a large enough effect; inconclusive means small, poorly fitted or top-dose-only effect, or another doubt; inactive means no such curve, though single readings can be large; an effect the other way counts as inactive or inconclusive. A portion of the library (hit frequency here may not be typical).

SMILES	Chronic BCR inh	TSHR antag	USP2a inh	Eya2 inh	uPA surface inh	PTAP TSG101 blk	TCR act	Tb PFK inh	B2AR arrestin	Mito fusion act	ELG1 repair inh
Fc1ccc(CNCCc2ccc3c(c2)OCO3)cc1	3%	2	-1%	-13%	4%	-5%	x	-4%	-0.7%	0%	-10%
Cc1csc(N2CCc3ccccc32)n1	5%	1	-1%	5%	-7%	-10%	1%	4%	-0.2%	-4%	u
CC(=NCCCn1ccnc1)c1c(O)n(C)c(=O)n(C)c1=O	13%	2	-1%	-16%	x	-3%	3%	-7%	0.0%	-5%	2%
CC(C)(C)c1ccc(O)c(N=Cc2c(O)ccc3ccccc23)c1	-2%	3	1%	4%	-5%	1%	-3%	-5%	0.5%	-1%	-17%
CC(NC(=O)Cc1cccc2ccccc12)C(=O)N1CCC(=O)CC1 (stereo unspecified)	-16%	4	2%	-5%	7%	2%	-3%	-1%	-0.1%	21%	9%
Cc1ccc(/C=C2\C(=O)NC(=S)N(c3ccccc3F)C2=O)s1	u	5	-2%	-12%	-1%	-4%	8%[46.1 µM]	-5%	0.3%	-6%	23µM*
O=C(Cc1ccccc1)Oc1cccc(N2C(=O)CCC2=O)c1	-1%	23	2%	1%	-2%	0%	3%	4%	-0.3%	0%	3%
COc1ccc(OCC(=O)N2CCN(Cc3c[nH]c4ccccc34)CC2)cc1	-1%	-4	-2%	-2%	-8%	-1%	-5%	-4%	0.3%	-7%	u
CN(C(=O)Oc1ccc(C(=O)c2ccc(Cl)cc2)cc1)c1ccccc1	-2%	-20	3%	2%	-3%	-2%	-4%[46.1 µM]	3%	3.0%	3%	-10%
O=C(Cc1ccccc1)N1CCN(Cc2ccc(F)cc2)CC1	-1%	-1	2%	-1%	12%	-14%	0%	-4%	0.0%	1%	-14%
COc1ccc(/C=C/c2cc(C(F)(F)F)[nH]c(=O)n2)cc1OC	u	16	6%	-6%	-13%	-5%	5%	3%	-0.7%	4%	3%
CN1C(=O)C(=Cc2ccccc2OCc2ccc(C(=O)O)cc2)C(=O)N(C)C1=O	-2%	4	0%	2%	2%	-8%	-2%	2%	0.0%	-1%	7%
Cc1cc(OCC(=O)NCc2ccc(S(N)(=O)=O)cc2)c2c3c(c(=O)oc2c1)CCC3	-1%	3	2%	2%	0%	-5%	5%	0%	0.3%	-2%	26%
CCCC#Cc1ccc2c(c1)COc1c3ccccc3nn1-2	u	-29	0%	-3%	u	x	3%	-1%	0.3%	7%	u
CCCCCCn1c(O)c(/C=N/N2CCCCCC2)c(=O)[nH]c1=O	3%	-2	0%	10%	0%	-2%	-3%	2%	0.0%	0%	0%
CCOc1cccc(=NC2CCCCC2)c2c(C)[nH]c(C)c12	-1%	-8	-7%	-9%	-15%	-2%	5%	-4%	-0.9%	-5%	10µM*
CCC(=O)N1c2ccc(S(=O)(=O)CCC(=O)N3CCC4(CC3)OCCO4)cc2CC1C (stereo unspecified)	-1%	-15	2%	4%	3%	-4%	-8%	-1%	-0.7%	0%	11%
Cc1nn(-c2ccccc2)c(Cl)c1C1C(C#N)=C(N)Oc2c1c(=O)oc1ccccc21 (stereo unspecified)	-17%	-12	1%	-37%	8%	-8%	6%	-6%	-0.2%	30%	8%
COC(=O)C1=C(c2ccc(F)cc2OCc2ccccc2)C[C@@H]2CC[C@H]1N2C(=O)NC1CCCCC1	4%	42	1%	-28%	-1%	0%	-10%	-4%	0.0%	23%	u
COc1ccc(C2CC(c3c(O)n(CCc4ccccc4)c(=O)[nH]c3=O)=NN2)cc1OC (stereo unspecified)	-6%	-6	2%	-4%	2%	-3%	1%	2%	-0.7%	1%	u
CC(C)C[C@H](NP(=O)(O)O[C@@H]1O[C@@H](C)[C@H](O)[C@@H](O)[C@H]1O)C(=O)N[C@@H](Cc1c[nH]c2ccccc12)C(=O)O	-15%	11	0%	17%	1%	-2%	-7%	-7%	-0.4%	9%	20%
CC1(c2ccccc2)NC(=O)N(CC(=O)Nc2nc(-c3ccccn3)cs2)C1=O (stereo unspecified)	u	-2	1%	4%	u	-2%	-284%	-2%	-0.1%	-7%	-9%
COc1ccc(OC)c([C@@H](O)[C@H](C)NC(C)(C)C)c1	u	-4	4%	2%	-4%	-4%	6%	-5%	-0.8%	6%	-19%
COc1ccc2[nH]c3c(c2c1)CCN1C(=O)C(CC(=O)NCc2cccc(C(F)(F)F)c2)C[C@H](C(=O)N2CCCCC2)[C@@]31C (stereo partly specified)	u	-6	-6%	-9%	u	-6%	-5%[46.1 µM]	-8%	-0.5%	x	u
CCn1cc(C(=O)c2cccs2)c2ccccc21	-22%	5	3%	-22%	x	-6%	-68%	0%	0.0%	3%	-2%
The results go on:
SMILES	Chronic BCR inh	TSHR antag	USP2a inh	Eya2 inh	uPA surface inh	PTAP TSG101 blk	TCR act	Tb PFK inh	B2AR arrestin	Mito fusion act	ELG1 repair inh
O=c1cc(C(F)(F)F)c2cc3c4c(c2o1)CCCN4CCC3	-9%	12	u	u	-3%	u	-3%	0%	0.3%	5%	6%
CC(C)Oc1cc(-n2c(=S)[nH]c3ccccc3c2=O)c(Cl)cc1Cl	u	-10	-5%	-23%	-5%	-7%	10%	0%	-0.8%	-10%	14%
CN1CCC(O)(c2cccs2)C(C(=O)c2cccs2)C1 (stereo unspecified)	7%	3	2%	-12%	-2%	2%	1%	-11%	0.1%	1%	-11%
Oc1ccc(Cl)cc1CN1CCN(Cc2ccccc2)CC1	u	-9	-6%	-19%	5%	-7%	x	1%	0.1%	1%	7%
COc1ccc(CC2(CCc3ccncc3)C(=O)NC(=O)NC2=O)cc1OC	0%	-6	-4%	-13%	4%	-6%	2%	u	-0.3%	-3%	-3%
CSCCC(N=Cc1c(O)n(-c2ccc(Br)cc2)c(=O)[nH]c1=O)C(=O)OC(C)(C)C (stereo unspecified)	u	17	-6%	7%	-5%	-7%	3%	0%	0.2%	2%	-3%
CCN1C(=O)NC(=O)/C(=C\c2cn(CC(=O)N3CCCCC3C)c3ccccc23)C1=O (stereo unspecified)	1%	-22	1%	2%	-4%	28%	-2%	-10%	0.1%	-2%	-2%
COC(=O)C1=C(c2ccc(C(C)=O)cc2)C[C@@H]2CC[C@H]1N2C(=O)N1CCC(O)CC1	5%	2	1%	9%	-1%	0%	3%	-1%	-0.2%	-8%	8%
O=c1[nH]c(=S)[nH]c(O)c1/C=N/N1CCOCC1	-4%	-2	0%	6%	0%	-4%	-3%	-2%	-0.2%	1%	-3%
CCOC(=O)C1(CCOc2ccccc2)CCN(Cc2ccccc2OC)CC1	-2%	-3	0%	1%	4%	-2%	8%	1%	2.8%	0%	u
O=[N+]([O-])c1ccc(N2CCNCC2)cc1NCc1ccco1	u	11	1%	1%	-1%	-2%	-7%[46.1 µM]	-1%	-0.6%	-1%	u
Cc1ccc(N2C(=O)NC(=O)/C(=C\c3cc(C)n(-c4sc5c(c4C#N)CCCC5)c3C)C2=O)cc1	u	15	0%	-19%	0%	-9%	-2%[46.1 µM]	-14%	7.3%	24%	17%
CCN1/C(=C\C=C\C2=[N+](CC)c3ccccc3C2(C)C)C(C)(C)c2ccccc21	u	u	u	67%	-12%	u	-2%	u	-0.8%	-14%	2.3µM*
CCCCNC(=O)c1onc(CCl)c1C(=O)OC	u	28	-2%	-2%	u	-3%	-24%	-2%	0.4%	-8%	1%
COc1ccccc1N=Nc1ccc(N)c(C)c1	-8%	3	-7%	-16%	-5%	-1%	-1%	1%	-0.9%	-2%	u
CCN1CCN(C(=O)COc2ccc3oc4c(c3c2)CCCC4)CC1	1%	x	3%	6%	-3%	-6%	x	10%	0.0%	x	0%
CC(=O)c1ccc(OC(=O)N(C)c2ccccc2)cc1	u	-4	-1%	9%	6%	0%	5%	-2%	-1.1%	4%	u
Cc1ccccc1N1C(=O)NC(=O)/C(=C/c2ccc(N3CCOCC3)o2)C1=O	-9%	-10	u	-28%	0%	u	6%	1%	-0.7%	-1%	3%
O=C1NC(=O)C(=Cc2ccccc2OCCOc2ccc([N+](=O)[O-])cc2)C(=O)N1	u	14	-1%	u	-9%	0%	-1%	-8%	0.4%	0%	14%
